FLuc counter – firefly luciferase modulation, counter-screen for miR-21 project; P08659; Potency, µM (titrated, usually from 57.5 µM), inactives show top-dose activity change, negative = inhibition, hits mostly inhibitors; purified FLuc, Km substrates, luminescence inhibition; 360,000 compounds, 6.9% hits;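 also: potency is read from the fitted curve at half-maximal effect; plate controls were vehicle for no effect and reference inhibitor for full effect; nearly all actives have a fitted effect of over 55% in size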
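Purified P. pyralis luciferase, 10 nM final, with Km-level 10 uM D-luciferin and 10 uM ATP in 50 mM Tris acetate pH 7.5, 10 mM Mg acetate, 0.01% Tween-20, 0.05% BSA; 6-point qHTS titration about 60 µM downward; luminescence read.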
MBNL1 CUG block – inhibitors of human MBNL1 binding to CUG repeat RNA; Q9NR56; TR-FRET MBNL1-His/biotin-(CUG)12 binding, 665/545 ratio; Potency, µM (doses to about 57.5 µM), without a hit: at the top dose activity change, negative = inhibition, actives largely listed as inhibitors; 280,000 compounds, 0.036% hits; AID 2675; active = well fitted inhibition curve with a large enough effect in the signal ratio, with a control signal flat, not every such curve was filed as active; inconclusive = small, poorly fitted or top-dose-only effect, or effect the other way, or a change in a side signal; inactive = no such curve, though single readings can be large or run the other way; the % refers to the signal ratio; also: potency is read from the fitted curve at half-maximal effect; % is scaled to controls: 0 for no effect and ±100 for the full control effect
Target sequence (Q9NR56 whole entry, looked up): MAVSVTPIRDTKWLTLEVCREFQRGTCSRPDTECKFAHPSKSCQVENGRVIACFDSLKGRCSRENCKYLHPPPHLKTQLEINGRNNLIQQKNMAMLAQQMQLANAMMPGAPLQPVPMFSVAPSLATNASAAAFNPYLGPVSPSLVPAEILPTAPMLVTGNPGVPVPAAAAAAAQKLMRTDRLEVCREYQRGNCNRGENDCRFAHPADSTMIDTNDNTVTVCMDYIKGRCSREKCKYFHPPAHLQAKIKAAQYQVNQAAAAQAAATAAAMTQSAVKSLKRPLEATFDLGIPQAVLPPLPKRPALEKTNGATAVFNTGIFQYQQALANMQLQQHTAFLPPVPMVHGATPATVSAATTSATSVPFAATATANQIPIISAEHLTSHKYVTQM
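His-tagged MBNL1 binding to biotinylated (CUG)12 RNA was measured by TR-FRET using terbium anti-His antibody (0.055 ng/ul final) and streptavidin-XL665 (5 nM final). Compounds were titrated 92 nM to 58 uM; 60 min at room temperature.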
ELG1 DNA repair – blocks ELG1-dependent DNA repair in HEK293T cells; HEK293T ELG1-luciferase reporter, luminescence, 16 h; DNA damage induced by 5-fluorouridine; Potency, µM (top dose mostly 46.1 µM), inactives show top-dose activity change, negative = inhibition, hits mostly inhibitors; 330,000 compounds, 2.3% hits; also: potency is read from the fitted curve at half-maximal effect; % is scaled to controls: 0 for no effect and ±100 for the full control effect; nearly all actives have a fitted effect of over 55% in size
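Overnight (16 hr) co-exposure of 2,000 cells/well to 5-fluorouridine and compound at 37 °C preceded detection. Luciferase was quantified via ONE-Glo luminescence; loss of signal denotes inhibition.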
NPC1 prom act – NPC1 promoter activation. Huh7 NPC1 promoter luciferase reporter, 24 h. Potency, µM (doses to about 9.22 µM), for inactives: at the highest dose activation, actives largely listed as activators. 320,000 compounds, 2.4% hits. AID 485313;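 also: potency is read from the fitted curve at half-maximal effect; % of control where 0% means no effect; nearly all actives have a fitted effect of over 60% in size; reporter is driven by a mutant NPC1 promoter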
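In 1536-well qHTS, Huh7 cells harboring an NPC1 promoter–luciferase construct received compound for 24 h; activation was quantified by luminescence following luciferase reagent addition.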
KCNH2 3.1 inh – KCNH2 3.1 (human) potassium channel inhibition | U2OS KCNH2 3.1, thallium flux FluxOr; active compounds read low | AID 720553 | 340,000 compounds, 0.95% hits | activity change, % (tested at about 1.8 µM);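 active = maximum activity change below -70%; inconclusive = maximum activity change from -70% to -50%; inactive = maximum activity change above -50%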;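 also: thallium influx rate constant from kinetic fluorescence after stimulation buffer; % is scaled to controls: 0 for no effect and ±100 for the full control effect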
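Steps: virus added to U2OS suspension (4 h, RT, dark); medium with 10% FBS added, cells plated, 37 C overnight; FluxOr/Red40 loading buffer 45 min RT; stimulation buffer, 2 min kinetic read; rate constant normalized.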
RORgamma inh – ROR gamma (mouse) transcription inhibition | Drosophila S2 Gal4-RORgamma UAS-luciferase reporter, 20 h | Potency, µM (series often up to 53.6 µM), for the others: top-dose activity change, negative = inhibition, actives largely listed as inhibitors | 310,000 compounds, 5.4% hits | AID 2551; also: potency is read from the fitted curve at half-maximal effect; % is scaled to controls: 0 for no effect and ±100 for the full control effect; nearly all actives have a fitted effect of over 60% in size
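Compounds are pin-transferred onto Drosophila Schneider cells expressing a copper-inducible Gal4–ROR gamma transactivation domain fusion. After 1 hr, copper sulfate is added to 700 uM final; luciferase is read 20 hr later.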
Mito fusion act – mitochondrial division inhibition or fusion activation; S. cerevisiae fusion-defective mutant growth rescue, CellTiterGlo 48 h; Potency, µM (series often up to 46.1 µM), inactives show at the highest dose growth rescue (activation), most hits filed as activators; 320,000 compounds, 0.23% hits;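 also: potency is read from the fitted curve at half-maximal effect; % of control where 0% means no effect; nearly all actives have a fitted effect of over 45% in size; temperature-sensitive fusion mutants such as fzo1-1 at 37 °C on non-fermentable ethanol glycerol medium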
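Luminescent cell viability in 1536-well qHTS format served as the measure of rescued growth in ts fusion-mutant S. cerevisiae cultured on non-fermentable YPEG for 48 hours at 37C.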
Rab9 prom act – activators of Rab9 promoter. Huh7 Rab9 promoter-luciferase reporter, luminescence, 24 h. Potency, µM (titrated, usually from 9.22 µM), inactives show at the top dose activation, negative = inhibition, hits mostly activators. 320,000 compounds, 2.8% hits; also: potency is read from the fitted curve at half-maximal effect; % of control where 0% means no effect; nearly all actives have a fitted effect of over 60% in size
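Steps: seed 1500 Huh7 Rab9-luc cells per well, rest 2 h at 37 °C; add compound in DMSO; incubate 24 h; add luciferase reagent, 10 min ambient; read luminescence.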
Gal4-VP16 FLuc – inhibits Gal4-VP16 luciferase reporter, ROR gamma counter-screen | Drosophila S2 Gal4-VP16 UAS-luciferase, luminescence, 20 h | Potency, µM (doses to about 53.6 µM), for the others: at the top dose activity, negative = inhibition, actives largely listed as inhibitors | 310,000 compounds, 3.5% hits | AID 2546;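 also: Gal4-VP16 expression switched on by copper sulfate through the metallothionein promoter; potency is read from the fitted curve at half-maximal effect; % is scaled to controls: 0 for no effect and ±100 for the full control effect; nearly all actives have a fitted effect of over 50% in size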
PKM2 activator – increases activity of human pyruvate kinase M2. purified PKM2, Kinase-Glo ATP luminescence, activation; response scale: 0% is enzyme alone, no compound. Potency, µM (highest dose often 57.5 µM), for inactives: at the top dose activation, usual class: activators. 260,000 compounds, 0.34% hits. AID 1631. P14618; also: potency is read from the fitted curve at half-maximal effect; % is scaled to controls: 0 for no effect and ±100 for the full control effect; nearly all actives have a fitted effect of over 55% in size
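Purified hPK-M2 (>95%) run at intermediate activity with 0.1 mM ADP and 0.5 mM PEP in 50 mM imidazole pH 7.2, KCl, MgCl2; 1 h room temperature. ATP formed read by Kinase-Glo luminescence; normalized to uninhibited and no-enzyme controls.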
Menin-MLL TR inh – inhibitors of human menin-MLL interaction, mutant MLL peptide. Potency, µM (series often up to 61.6 µM), inactives show at the highest dose FP activity change, negative = inhibition, usual class: inhibitors. AID 1768. 270,000 compounds, 0.23% hits. Menin + Texas Red MLL mutant peptide, fluorescence polarization. O00255; active = well fitted inhibition curve with a large enough effect in the polarisation, with a control signal flat, not every such curve was filed as active; inconclusive = small, poorly fitted or top-dose-only effect, or effect the other way, or a change in a side signal; inactive = no such curve, though single readings can be large or run the other way; the % refers to the polarisation; also: potency is read from the fitted curve at half-maximal effect; % of control where 0% means no effect; many of its hits are not listed in these tables
Target sequence (O00255 whole entry, looked up): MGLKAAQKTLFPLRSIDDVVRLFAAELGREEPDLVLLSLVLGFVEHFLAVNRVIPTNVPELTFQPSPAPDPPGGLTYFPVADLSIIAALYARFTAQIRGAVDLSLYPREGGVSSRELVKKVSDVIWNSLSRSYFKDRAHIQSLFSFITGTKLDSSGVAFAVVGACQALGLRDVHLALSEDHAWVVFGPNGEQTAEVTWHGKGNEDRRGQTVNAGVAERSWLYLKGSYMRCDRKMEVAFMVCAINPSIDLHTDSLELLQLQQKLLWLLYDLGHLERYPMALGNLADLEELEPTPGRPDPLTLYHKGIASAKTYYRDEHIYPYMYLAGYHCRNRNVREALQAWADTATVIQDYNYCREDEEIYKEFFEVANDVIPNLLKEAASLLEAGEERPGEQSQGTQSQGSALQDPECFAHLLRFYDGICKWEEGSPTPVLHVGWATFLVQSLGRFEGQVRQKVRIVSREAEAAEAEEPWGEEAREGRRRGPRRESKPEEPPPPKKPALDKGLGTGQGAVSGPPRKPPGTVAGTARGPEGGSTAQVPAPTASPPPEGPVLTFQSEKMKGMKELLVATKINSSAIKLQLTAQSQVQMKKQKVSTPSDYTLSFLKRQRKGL
The depositor's hits bear a star; ? = inconclusive; nt = no result given; [ ] = dose if it differs, or a comment. Unless noted, calls follow the shape of the dose curve; as a rule, active = well fitted curve in the direction sought with a large enough effect; inconclusive = small, poorly fitted or top-dose-only effect, or another doubt; inactive = no such curve, though single readings can be large; an effect the other way counts as inactive or inconclusive. Some of the compounds tested; the hit share may differ from the screen's.

SMILES	FLuc counter	MBNL1 CUG block	ELG1 DNA repair	NPC1 prom act	KCNH2 3.1 inh	RORgamma inh	Mito fusion act	Rab9 prom act	Gal4-VP16 FLuc	PKM2 activator	Menin-MLL TR inh
CN(C)c1ccc(/C=C2\SC(=S)N(Nc3ncc(C(F)(F)F)cc3Cl)C2=O)cc1	9.5µM*	4%	16%	5%	-73*	-25%	3%	-2%	0%	-2%	?
CC(C)N(C(=O)CN1C(=O)C(=O)c2ccccc21)c1ccccc1	-2%	14%	9%	0%	-6	2%	-8%	1%	-9%	0%	1%
CN(C(=O)COC(=O)C1CCN(S(=O)(=O)c2cccs2)CC1)C1CCS(=O)(=O)C1 (stereo unspecified)	-1%	-4%	-5%	-2%	-14	2%	-5%	0%	?	5%	-3%
O=C(Cc1csc(Nc2nc(=S)[nH]c3ccccc23)n1)NCCCN1CCN(c2cccc(Cl)c2)CC1	-4%	42%[activator]	?	3%	1	2.5µM*	3%	2%	7.1µM*	5%	6%
Cc1noc(C)c1Cc1c(Cl)cccc1Cl	-1%	0%	30%	2%	2	-27%	-3%	-4%	-1%	0%	-7%
CC1CCN(C(=O)c2ccc(-c3ccccc3Cl)o2)CC1	2.1µM*	nt	?	0.89µM*	-2	nt	16µM*	0.32µM*	nt	nt	nt
Cc1cccc(NC(=S)NCc2ccc3c(c2)OCO3)c1	-1%	nt	7%	-2%	19	11µM*	2%	-9%	16µM*	-1%	7%
COc1ccc2nc(SCC(=O)Nc3ccc4c(c3)CCC4)[nH]c2c1	?	-7%	-22%	-2%	-13	11%	22%	-5%	-15%	25%	10%
O=C(CCC1CCCC1)NCCCN1CCOCC1	10%	-4%	?	-4%	-2	1%	5%	0%	0%	3%	-11%
Cc1cc2nc(SCC(=O)Nc3ccccc3C(=O)O)[nH]c2cc1C	11µM*	-4%	?	0%	-138*	14%	-2%	-4%	-11%	1%	18%
O=C(Nc1ccc2c(c1)OCCO2)c1ccc(Cl)cc1	1.5µM*	4%	?	0.71µM*	19	-14%	-2%	0.45µM*	-22%	-7%	9%
Cc1ccc(NS(=O)(=O)c2ccc3c(c2)NC(=O)CCS3)c(Cl)c1	1%	0%	-6%	17%	23	17%	5%	0%	-28%	nt	nt
O=C(NC1=NCCS1)c1ccc([N+](=O)[O-])cc1Cl	?	nt	25%	7%	8	-41%	9%	15%	0%	-2%	-2%
O=C(O)CN1C(=O)NC2NC(=O)NC21 (stereo unspecified)	0%	-11%	8%	0%	3	-12%	1%	1%	3%	1%	-2%
CN(C(=S)NC(=O)c1ccc(Cl)cc1)C1CCCCC1	?	-5%	?	?	-15	0.32µM*	-6%	23%	0.79µM*	-6%	?
Cc1cc(C)cc(OCC(=O)OC(C)C(=O)Nc2c(C)n(C)n(-c3ccccc3)c2=O)c1 (stereo unspecified)	0%	nt	11%	-1%	-2	nt	-4%	6%	nt	nt	nt
Cc1nc(C)c(-c2nnc(-c3ccc(C(C)(C)C)cc3)o2)cc1C(=O)NN	24µM*	-1%	-20%	-5%	-18	?	-15%	1%	?	12%	-11%
Cc1ccc(-n2cc(CN(C)CCc3cn[nH]c3)c(-c3cccc(C)c3)n2)cc1	?	6%	-1%	-7%	-6	-37%	-7%	-1%	-19%	0%	-15%
Cc1ccc(N(CC(=O)N/N=C/c2cc(C)n(-c3ccccc3C)c2C)S(C)(=O)=O)cc1	17µM*	3%	17%	-5%	-7	?	0%	3%	?	3%	2%
O=C(NCc1ccc(F)cc1)c1cc2c(s1)CS(=O)(=O)C2	-2%	-1%	0%	-4%	1	-6%	-1%	-5%	-4%	nt	nt
O=C(Nn1c(-c2ccc(Cl)cc2)nc2ccccc2c1=O)c1cccnc1Cl	2%	nt	-7%	-8%	27	5%	-2%	-5%	-7%	-4%	-2%
O=C1NC(=O)C2(CCc3ccccc32)N1 (stereo unspecified)	2%	-3%	3%	0%	8	-1%	-2%	4%	-12%	0%	-7%
COc1ccc(C2=NO[C@@](CC(=O)O)(C(=O)Nc3ccc4c(c3)OCCO4)C2)cc1	-14%	-3%	12%	-5%	-7	1%	2%	-42%[inhibitor]	-5%	nt	22%
Cc1ccc(S(=O)(=O)/C(C#N)=C/c2c[nH]c3ccccc23)cc1	1%	10%	11%	-1%	0	43%	-9%	-7%	6%	5%	nt
CCc1nnc(SCCSc2nnc(CC)n2N)n1N	3%	4%	4%	-8%	2	7%	-3%	0%	1%	-2%	5%
O=C(O)c1ccc(Nc2nc(-c3cccnc3)cs2)cc1	5.4µM*	-3%	?	?	5	-80%	-3%	?	-36%	nt	-12%
CCN(Cc1ccncc1)C(=O)CCc1ccccc1	0%	1%	-9%	-6%	-4	11%	-1%	1%	3%	0%	5%
COc1cc(NC(=O)COC(=O)CO/N=C(\C)c2ccc3c(c2)OCO3)cc(OC)c1OC	-1%	nt	?	0%	4	nt	2%	-1%	nt	nt	nt
Cc1cccc(OC2CCN(Cc3nc(CC4CC4)no3)CC2)c1	-1%	-14%	-8%	0%	-4	?	2%	10%	8%	3%	-10%
C=CCN(CC=C)S(=O)(=O)c1ccc(C(=O)Nc2nc3c(s2)CCc2ccccc2-3)cc1	-1%	2%	24%	-8%	4	-9%	-2%	-10%	?	-6%	15%
Cc1sc2ncn(-n3c(C)ccc3C)c(=O)c2c1C	1%	6%	12%	-4%	9	1%	5%	-8%	9%	3%	-7%
CN(C)c1cc(-c2ccccc2)nc(-c2ccccc2)n1	-1%	-4%	?	-3%	-1	6%	2%	7%	0%	-1%	?
COC(=O)CN(c1ccc2c(c1)OCO2)S(C)(=O)=O	3%	-5%	9%	-1%	-13	-16%	-1%	-4%	-7%	0%	-21%
CCCCNC(=O)c1cn(-c2ccc(OCC)cc2)c(=O)c2cc(OC)c(OC)cc12	-2%	50%[activator]	23µM*	1%	2	6%	9%	-2%[1.84 µM]	-17%	-5%	?
COc1cccc(CN2CCNC(=O)C2CC(=O)N(C)Cc2cnccn2)c1OC (stereo unspecified)	4%	2%	0%	-6%	0	-2%	6%	-16%	-7%	-1%	-10%
CCS(=O)(=O)N1CCN(C(=O)c2cccc3ccccc23)CC1	5%	2%	9%	-7%	-2	-11%	1%	0%	0%	0%	1%
CC(C)Cn1c(-c2ccc(C#N)cc2)nc2c1c(=O)[nH]c(=O)n2CC(C)C	-2%	4%	7%	-6%	-9	-19%	-2%	7%	-11%	9%	-20%
C=CCNC(=S)Nc1ccc(F)cc1F	0%	-4%	-3%	-3%	3	-40%	-3%	-4%	-2%	3%	-14%
COc1ccccc1N1CCN(C(=O)C(=O)N/N=C/c2ccccc2F)CC1	4%	2%[11.5 µM]	?	-5%	4	-6%	?	-6%	-14%	-4%	-2%
OC1(c2cccc(F)c2)CCN(Cc2ccncc2)CC1	8%	-2%	-1%	-2%	-14	-13%	-18%	-1%	-1%	1%	0%
O=C(COc1cccc(Cl)c1)NCc1ccccc1	-1%	-1%	7%	-3%	56	29%	3%	-3%	10%	1%	2%
COc1ccc(NC(=O)c2cc(F)cc(F)c2)cc1Cl	?	-2%	?	?	-22	35%	2%	?	?	1%	nt
O=C(Nc1ccc(N2CCOCC2)cc1)C1=NN(c2ccccc2)C(=O)CC1	-11%	nt	22%	17%	6	nt	-2%	20%	nt	nt	nt
O=C(Nc1cc(Oc2ccc(Cl)cc2)cc([N+](=O)[O-])c1)c1ccco1	4%	nt	-2%	3%	?	?	-2%	-1%	7.9µM*	-21%	?
Nn1c(SCC(=O)Nc2ccc(N3CCOCC3)cc2)nnc1-c1cccc(F)c1	nt	nt	?	19%	1	nt	1%	?	nt	nt	nt
O=C1/C(=C/c2coc3ccc(O)cc3c2=O)SC(=S)N1c1ccccc1	-8%	10%	-24%	-5%	10	34%	2%	-7%	1%	7%	nt
O=C(CSc1nnc(-c2cccs2)n1-c1ccccc1)N1CCOCC1	-1%	-3%	-4%	-4%	-5	15%	1%	1%	-1%	2%	-7%
CS(=O)(=O)N(CCc1ccccc1)CC(=O)NCc1ccc2c(c1)OCO2	0%	0%	nt	nt	-5	?	9%	nt	-8%	7%	-16%
COc1ccc(OCC(=O)N2CCCC(CO)(CCOc3ccccc3)C2)cc1 (stereo unspecified)	1%	-2%	?	17%	3	-1%	3%	0%	-4%	nt	nt
